hcGAS inh: human cGAS inhibition; AID 1259398; inhibition, % at 12.5 µM; Q8N884; recombinant h-cGAS, ATP depletion, Kinase-Glo luminescence; 290,000 compounds, 0.081% hits;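 further: 0% = vehicle reaction and 100% = reaction without DNA for no activity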
Target sequence (Q8N884 whole entry, looked up): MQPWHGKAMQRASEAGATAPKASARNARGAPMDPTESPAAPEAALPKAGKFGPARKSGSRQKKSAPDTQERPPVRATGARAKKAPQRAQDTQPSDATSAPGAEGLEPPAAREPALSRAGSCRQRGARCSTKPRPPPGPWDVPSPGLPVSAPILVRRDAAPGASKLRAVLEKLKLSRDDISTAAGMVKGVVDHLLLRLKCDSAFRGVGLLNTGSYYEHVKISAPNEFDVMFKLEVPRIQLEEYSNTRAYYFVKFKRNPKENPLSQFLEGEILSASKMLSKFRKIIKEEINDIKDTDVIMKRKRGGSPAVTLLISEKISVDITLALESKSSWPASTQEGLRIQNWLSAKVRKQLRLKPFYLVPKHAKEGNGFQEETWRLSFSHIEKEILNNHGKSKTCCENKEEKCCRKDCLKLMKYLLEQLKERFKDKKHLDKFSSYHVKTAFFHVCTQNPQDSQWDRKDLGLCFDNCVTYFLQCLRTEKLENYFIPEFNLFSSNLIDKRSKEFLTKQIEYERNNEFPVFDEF
mcGAS lum: mouse cGAS inhibition by luminescence. inhibition, % at 12.5 µM. 160,000 compounds, 0.15% hits. recombinant cGAS, Kinase-Glo ATP depletion luminescence. AID 1259399. Q8C6L5;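 further: 0% = negative control wells and 100% = reference inhibitor with no enzyme activity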
NPYLR7 agonist: mosquito NPYLR7 agonism; 270,000 compounds, 0.15% hits; activation, % at 10 µM; HEK293T NPYLR7/Galpha15, GCaMP6s calcium fluorescence; AID 1259423; in the data active means activation above about 40%;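 further: 0% = vehicle and 100% = reference agonist at the receptor; some compounds past the cut are filed as inactive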
Active calls of the source: *; / = no result given. Unless noted, no stated cut-off is given here; in the data, active means inhibition above about 40%; inactive means the rest.

no.	smiles	hcGAS inh	mcGAS lum	NPYLR7 agonist
1	COc1cc(C2C(C(=O)OC3CCCCC3)=C(C)NC3=C2C(=O)CC(c2ccccc2)C3)cc(Cl)c1O (stereo not drawn)	-4	-8	16
2	O=C(CSc1nc(=O)n(Cc2ccco2)c2c1CCC2)N1CCCc2ccccc21	-1	-7	3
3	Cc1noc(C)c1C(=O)Nc1ccc(OC(F)F)cc1	-13	/	2
4	Cc1ccc(N=Cc2nc(-c3ccc(Br)cc3)oc2O)cc1Cl	2	/	-6
5	Cc1ccccc1Cn1c(C(=O)N2CCN(C(=O)c3ccc(F)cc3)C(C)C2)cc2ccsc21 (stereo not drawn)	-9	-3	-1
6	CNc1nc(C(=O)N2CCC3(CC2)C(=O)N(C)c2ccccc23)cs1	-5	/	-3
7	COc1ccc(/C=C/c2nc3cc(C)ccc3s2)cc1O	-6	-16	-1
8	CCOc1ccc(OCCN(CC)CC(O)c2ccc(C)cc2)cc1 (stereo not drawn)	-8	-15	-1
9	O=C(Nc1cc(F)cc2c1OCOC2)N1CCN(CCCOC(c2ccc(Cl)cc2)c2ccc(Cl)cc2)CC1	-7	-7	3
10	CC(C)C(=O)N1CCC(Nc2ccc(C#N)cc2C(F)(F)F)CC1	-4	/	0

The list goes on; the last five above are carried over.
no.	smiles	hcGAS inh	mcGAS lum	NPYLR7 agonist
6	CNc1nc(C(=O)N2CCC3(CC2)C(=O)N(C)c2ccccc23)cs1	-5	/	-3
7	COc1ccc(/C=C/c2nc3cc(C)ccc3s2)cc1O	-6	-16	-1
8	CCOc1ccc(OCCN(CC)CC(O)c2ccc(C)cc2)cc1 (stereo not drawn)	-8	-15	-1
9	O=C(Nc1cc(F)cc2c1OCOC2)N1CCN(CCCOC(c2ccc(Cl)cc2)c2ccc(Cl)cc2)CC1	-7	-7	3
10	CC(C)C(=O)N1CCC(Nc2ccc(C#N)cc2C(F)(F)F)CC1	-4	/	0
11	Cc1cc(S(=O)(=O)N2CCCC2C(N)=O)ccc1Br (stereo not drawn)	-8	/	14
12	CCCc1nc(NC(C)Cc2cc(C)[nH]n2)c2cnn(C)c2n1 (stereo not drawn)	-3	-15	2
13	Cc1ccc2c(c1)C1(CC(=O)N(C)C1=O)C(=O)N2CCCN1C(=O)c2ccccc2C1=O (stereo not drawn)	-1	-2	3
14	Cc1cc(NC(=O)C2(C)CCN2C(C)C)c2ccccc2n1 (stereo not drawn)	10	2	-7
15	CCNc1ncc(C(=O)N(Cc2c(C)nn(C)c2C)C(C)C)cn1	-8	-11	0
16	Cc1nn(-c2ccccc2)c2c1C(c1ccc3ccccc3c1)CC(=O)N2 (stereo not drawn)	2	/	0
17	COc1ncccc1C(=O)N(CC1CCN(C2Cc3ccccc3C2)CC1)CC1CCCO1 (stereo not drawn)	-9	/	16
18	COCCN=c1scc(-c2ccc(OC(F)F)cc2)n1N=Cc1ccc(OC)cc1	-5	-4	8
19	N#Cc1ccc(-c2ccc(O)cc2)cc1	1	-6	12
20	CCN1CC(c2nc3ccccc3n2Cc2ccc(C)cc2)CC1=O (stereo not drawn)	-5	/	1

Going on with the list.
no.	smiles	hcGAS inh	mcGAS lum	NPYLR7 agonist
21	Cc1ncc2c(c1CNC(=O)Cc1cccs1)CCN(C(=O)CCc1ccccc1Cl)C2	-4	-8	22
22	CCn1c(=NC(=O)c2ccnn2C)sc2cc(C)ccc21	-5	-9	/
23	CNCC(=O)NCCCc1nc2c(C)c(C)ccc2[nH]1	2	/	5
24	CC(C)c1nnc(NC(=O)COc2ccccc2)s1	-2	/	1
25	COCCCN(CC(=O)N(CCc1c[nH]c2ccccc12)Cc1ccc(C(F)(F)F)cc1)C(=O)c1ccc(OC)cc1	-10	-4	0
26	CCCCCc1ccc(C(=O)N(CCCOC)CC(=O)N(Cc2ccc3c(c2)OCO3)Cc2cccs2)cc1	2	0	-10
27	COc1cc(C(=O)Nc2ccc3c(c2)CCCN3C(=O)c2ccco2)c([N+](=O)[O-])cc1OC	-3	/	-4
28	CC(C)C(=O)N(Cc1ccco1)Cc1nccn1Cc1cccc(C(F)(F)F)c1	-5	-6	13
29	CCOC(=O)c1nc2cc(Cl)c(Cl)cc2nc1N1CCCN(S(C)(=O)=O)CC1	1	2	2
30	Cn1c2c(c3ccccc31)C[C@H]1C[C@@H]2[C@@H](Oc2ccccn2)CN1Cc1nccs1	-1	-5	19

Remaining list, next part
no.	smiles	hcGAS inh	mcGAS lum	NPYLR7 agonist
31	COc1ccc(-c2noc(-c3c(SC)nn(CC(=O)Nc4cc(C)cc(C)c4)c3N)n2)cc1	0	-4	4
32	Cc1nc2sccn2c(=O)c1NC(=O)COc1ccc(Cl)cc1	-10	-7	8
33	O=C(CCCOc1ccc(Br)cc1)Nc1cccc2ncccc12	-6	/	11
34	Cc1ccc(S(=O)(=O)n2cc(CCCN(C)C3CCS(=O)(=O)C3)c(C(F)(F)F)n2)cc1 (stereo not drawn)	3	/	2
35	CC(C(=O)N1CCc2onc(-c3cccc(F)c3)c2C1)n1ccnc1 (stereo not drawn)	-8	/	6
36	CCCC1=NN(C(C)=O)C(C(=O)NC(C)c2ccc(F)cc2)O1 (stereo not drawn)	1	/	16
37	CC(C)Oc1ccc(C(=O)N(CCC(N)=O)c2ccc(F)cc2)cn1	-6	-16	9
38	O=c1nc(/C=C/c2c(O)ccc3ccccc23)cc(C(F)(F)F)[nH]1	-19	/	0
39	CCOc1ccc(CNC(=O)c2ccc(-c3ccco3)[nH]c2=O)cc1C	-2	/	1
40	O=C(CN1c2cccc3cccc(c23)S1(=O)=O)NCCOc1ccc(Cl)cc1	1	-3	4

More entries.
no.	smiles	hcGAS inh	mcGAS lum	NPYLR7 agonist
41	COc1ccc(CCOc2nc(-c3ccc(OC)cc3)n(-c3ccc(NC(=O)c4ccc(OC)cc4)cc3)n2)cc1	-15	-4	20
42	c1ccc(CCCNc2nc(Nc3ccccc3)c3nccnc3n2)cc1	-5	/	3
43	CCCN(Cc1nccn1C)C(=O)c1cc2cc(C)ccc2nc1C	-3	-10	-3
44	O=C(CN1C(=O)C2C3C=CC(C3)C2C1=O)N1CCN(C(=O)c2ccco2)CC1 (stereo not drawn)	2	/	-1
45	COCCNC(=O)c1cc(-c2ccccc2Cl)nc2cc(-c3ccccc3)nn12	2	-3	8
46	CC(C)CC(=O)NC(NC(=S)Nc1cccc(C(=O)O)c1)C(Cl)(Cl)Cl (stereo not drawn)	-1	/	-17
47	O=C(c1ccc(F)cc1)N(Cc1nccn1Cc1cccc(F)c1)C1CC1	-6	-6	6
48	Cc1cc(NCCN(C)C)n2nc(C)c(-c3ccccc3Cl)c2n1	-1	-4	3
49	CCOC(=O)C1CCCN(C(=O)Cc2csc(NC(=O)CN(C(=O)c3ccc(F)cc3)C3CC3)n2)C1 (stereo not drawn)	-8	-7	-6
50	COc1ccc(NC(C)(C)C(=O)N2CCC3(CC2)CNC(=O)C3)cc1	-1	-10	-1

Remaining list, next part.
no.	smiles	hcGAS inh	mcGAS lum	NPYLR7 agonist
51	CNS(=O)(=O)c1ccc2c(c1)oc(=O)n2C	5	/	0
52	COc1ccc(-c2ccc(C(=O)N(Cc3nccn3C)C3CC3)o2)cc1	-4	/	33
53	CC(C)C1CN(C(=O)c2cn(CCN)nn2)CCCN1Cc1ccc(F)cc1 (stereo not drawn)	-6	/	6
54	CCc1nc2ccc(C(=O)NC(C)(C)C)cn2c1N(C)Cc1cccs1	2	1	-12
55	NC(=O)COC(=O)c1ccc(Oc2ccccc2)cc1	-6	-15	0
56	COc1ccc(C2=NOC(CN(Cc3cccc(Cl)c3)CC(O)COCC(C)C)C2)cc1 (stereo not drawn)	-3	-5	-1
57	CN(C)C(=O)CSc1nnc(NC2CC2)s1	-12	/	7
58	Fc1ccc(Oc2cc(N3CCN(c4ccccc4F)CC3)ncn2)c(F)c1	-3	-9	-5
59	O=c1cc(CN2CCCC2c2cccs2)nc2ccc(Br)cn12 (stereo not drawn)	-4	/	10
60	CCOc1ccccc1N1C(=O)CSC1c1ccc(NC(=O)c2cc(OC)cc(OC)c2)cc1 (stereo not drawn)	-7	-9	20

Two of these compounds, reformatted:
Each structure is followed by: hcGAS inh | mcGAS lum | NPYLR7 agonist
#45 COCCNC(=O)c1cc(-c2ccccc2Cl)nc2cc(-c3ccccc3)nn12
 : 2 | -3 | 8
#42 c1ccc(CCCNc2nc(Nc3ccccc3)c3nccnc3n2)cc1
 : -5 | / | 3

Later entries:
no.	smiles	hcGAS inh	mcGAS lum	NPYLR7 agonist
61	COCCN(CC(=O)N(Cc1ccccc1)Cc1cccs1)C(=O)Nc1cc(C(F)(F)F)cc(C(F)(F)F)c1	-20	-6	-12
62	N#Cc1ccc(Cl)cc1Cl	-4	/	2
63	O=C(c1ccccc1C(F)(F)F)N1CCc2ccccc2C1c1ccccc1F (stereo not drawn)	-9	-8	-2
64	CC(C)OC(=NC(=O)c1cccs1)N(C)Cc1ccccc1	-9	-5	-3
65	COC(=O)c1ccc(C(=O)OC)c(S(=O)(=O)N2CCc3cc(-c4csc(C)n4)ccc32)c1	-5	-6	12
66	Cc1cc(C)cc(-c2nc3cc(C)ccn3c2NC(=O)Nc2cccc(C(F)(F)F)c2)c1	4	0	-4
67	COc1cc(NC(=O)CSc2nncs2)cc(OC)c1	-4	/	6
68	Cc1ccc(-n2nc(-c3cccs3)cc2C(=O)NCc2cccc(C(F)(F)F)c2)cc1	-6	-4	12
69	Cc1ccc(C)c(-c2csc3nc(CNCc4ccco4)[nH]c(=O)c23)c1	2	/	14
70	Cc1cnc(CNC(=O)c2c(C)noc2-c2cccc(C(F)(F)F)c2)cn1	-7	-9	1

Further results
no.	smiles	hcGAS inh	mcGAS lum	NPYLR7 agonist
71	O=C1COc2ccccc2CCNC(=O)[C@H](Cc2ccc(OCCOCc3ccccc3)cc2)N1	1	-8	3
72	N#Cc1c(C(F)(F)F)cc(-c2ccccc2)nc1SCC(=O)Nc1ccc(Cl)cc1	-2	-2	-6
73	CCOc1ccc(NC(=O)c2ccc(Cl)o2)cc1	-10	/	5
74	O=C(CCc1nnc(Cc2ccc3c(c2)OCO3)[nH]c1=O)NCc1ccccn1	-3	/	6
75	CSc1ccccc1NC(=O)CN1C(=O)NC2(CCCCC2C)C1=O (stereo not drawn)	-5	/	5
76	O=c1oc2ccc([N+](=O)[O-])cc2cc1-c1csc(Nc2cccc(C(F)(F)F)c2)n1	-8	/	0
77	CCN(CCC#N)C(=O)Cc1cccc(I)c1	-7	/	0
78	N#Cc1cccc(S(=O)(=O)Oc2ccccc2)c1	-11	/	3
79	COc1ccc(OC)c(NC(=O)N2CCc3ccccc3C2c2ccc(Cl)cc2)c1 (stereo not drawn)	-7	-7	1
80	CCCCn1nnnc1CSc1nc(C)c(C)c(C)c1C#N	-4	1	3

New compounds follow:
no.	smiles	hcGAS inh	mcGAS lum	NPYLR7 agonist
81	Cn1c(SCC(=O)c2c[nH]c3ccccc23)nnc1-c1cccnc1	-11	-2	7
82	CCn1cc(C(CC(=O)N2CCN(c3cccc(Cl)c3)CC2)c2ccc(C)cc2)c2ccccc21 (stereo not drawn)	-14	-10	/
83	Cc1cc(C)c(NC(=O)CSc2nc3ccc(N4C(=O)c5ccccc5C4=O)cc3s2)c(C)c1	-7	-5	-4
84	C=C(C)CSc1[nH]c(=O)cc(C)c1C#N	-5	-6	-3
85	CC(NC(=O)c1cnnn1-c1ccccc1)c1ccccc1-n1cccn1 (stereo not drawn)	-3	-15	10
86	COc1ccccc1/C=C/c1nn2c(-c3ccoc3C)nnc2s1	3	-2	4
87	Cc1cnc(CN(C)C(=O)C2CCCN(C3CCN(C)CC3)C2)[nH]1 (stereo not drawn)	-6	-14	6
88	COc1ccc(-c2csc(-n3[nH]c(C)c(N=Nc4ccc([N+](=O)[O-])cc4)c3=O)n2)cc1	-4	-4	2
89	CCC(c1nc2ccc(C)cc2[nH]1)n1ccnc1-c1ccoc1 (stereo not drawn)	5	-4	-5
90	CC(=O)N1CCn2nc(C(=O)NCCc3sccc3C)cc2C1	-5	-10	1

(cont.)
no.	smiles	hcGAS inh	mcGAS lum	NPYLR7 agonist
91	Cc1ccc(C)c(-n2nc(-c3ccccc3Cl)cc2C(=O)NC(Cc2ccccc2)c2ccccc2)c1 (stereo not drawn)	-3	-4	13
92	CCOc1ccc(Cl)cc1S(=O)(=O)NCc1ccco1	-3	-7	6
93	NC(=S)c1ccsc1	-6	/	6
94	Cn1cccc1C1CCCN1C(=O)c1ccc(C#N)cc1 (stereo not drawn)	0	/	0
95	COc1ccc(NC(=O)CN2Cc3ccc(Nc4cc(C)nn4C)nc3C2=O)cn1	-2	-6	-17
96	COc1cccc(NC(=O)C2(C)CCN2C(=O)CC2CC2)c1 (stereo not drawn)	-12	/	1
97	Cc1ccc(S(=O)(=O)N2CCC(n3nc(C(C)C)cc3C(C)C)CC2)cc1Cl	-4	-3	10
98	COC(=O)c1ccc(/C=N\NC(=O)CSc2nnc(-c3ccccc3)n2-c2ccccc2)cc1	-4	/	-5
99	COCCCNc1ccc(S(=O)(=O)C2CCCCC2)nn1	-6	-4	/
100	Cc1sc2nc3c(SC(C)C(=O)O)cc(C(=O)c4ccccc4O)cn3c(=O)c2c1C (stereo not drawn)	6	/	0
101	CC(=NNP1(=O)C=C(c2ccccc2)OC(c2ccccc2)=C1)c1ccccn1	-4	/	5

Filtered by structure: the compounds so far containing a COOH group
no.	smiles	hcGAS inh	mcGAS lum	NPYLR7 agonist
46	CC(C)CC(=O)NC(NC(=S)Nc1cccc(C(=O)O)c1)C(Cl)(Cl)Cl (stereo not drawn)	-1	/	-17
100	Cc1sc2nc3c(SC(C)C(=O)O)cc(C(=O)c4ccccc4O)cn3c(=O)c2c1C (stereo not drawn)	6	/	0

Screening results: PubChem BioAssay, Fisher Drug Discovery Resource Center
